# Screening data: PubChem BioAssay, National Center for Advancing Translational Sciences (NCATS)
# TSHR antag: antagonists of human thyroid stimulating hormone receptor. P16473. TSHR-expressing cells, TSH-stimulated cAMP HTRF, 2 h; hits give low values. activity change, negative = inhibition, % at 11.5 µM. 330,000 tested, 0.2% active. AID 504810;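 active means activity change below a set negative limit, meaning inhibition stronger than a set level, cut at about -70% in these data; inconclusive means activity change between two set negative limits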; further: on the % scale 0 is the no-effect control and ±100 the full control effect
# Target sequence (P16473 whole entry, looked up): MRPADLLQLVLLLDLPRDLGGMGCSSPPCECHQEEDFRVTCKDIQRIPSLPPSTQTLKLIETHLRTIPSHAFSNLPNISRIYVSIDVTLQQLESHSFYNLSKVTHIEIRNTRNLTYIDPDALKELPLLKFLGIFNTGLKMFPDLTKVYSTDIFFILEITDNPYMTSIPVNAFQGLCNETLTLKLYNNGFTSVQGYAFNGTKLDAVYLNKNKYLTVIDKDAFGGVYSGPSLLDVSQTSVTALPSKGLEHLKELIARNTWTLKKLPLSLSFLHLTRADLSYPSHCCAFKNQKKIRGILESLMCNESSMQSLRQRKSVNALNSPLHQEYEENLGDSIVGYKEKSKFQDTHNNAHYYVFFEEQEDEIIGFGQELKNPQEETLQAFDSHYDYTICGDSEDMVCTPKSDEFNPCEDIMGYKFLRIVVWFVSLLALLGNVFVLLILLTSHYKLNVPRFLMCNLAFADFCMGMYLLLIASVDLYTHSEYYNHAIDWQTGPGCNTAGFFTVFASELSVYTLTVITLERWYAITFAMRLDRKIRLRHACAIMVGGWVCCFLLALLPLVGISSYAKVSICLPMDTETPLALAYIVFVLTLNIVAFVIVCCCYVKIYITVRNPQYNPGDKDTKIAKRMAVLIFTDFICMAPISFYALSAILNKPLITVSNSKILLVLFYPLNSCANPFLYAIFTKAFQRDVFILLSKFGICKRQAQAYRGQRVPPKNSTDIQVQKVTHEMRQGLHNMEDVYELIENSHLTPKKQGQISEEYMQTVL
#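 Competitive HTRF cAMP read-out (cryptate anti-cAMP antibody, cAMP-d2; 30 min, room temperature) in freshly harvested TSHR cells. Compounds added before TSH at EC80 (4nM final), followed by 2 hours' incubation at 37 deg C.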
# A-T KAP1 phos: potential ataxia-telangiectasia treatment. Potency, µM (top dose mostly 57.5 µM), without a hit: at the top dose activation, usual class: activators. […] A-T fibroblasts, KAP-1 phosphorylation AlphaLISA; neocarzinostatin DNA damage 30 min before lysis. 320,000 tested, 0.19% active; further: potency means the concentration at half of the fitted maximal effect; % of control where 0% means no effect; nearly all actives have a fitted effect of over 45% in size
#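 ATM-like activity read as KAP-1 phosphorylation via AlphaLISA donor/acceptor antibody pairs after lysis and 6 hr at 25C. Cells were ATM-null patient fibroblasts ([…], hTERT), dosed 60 min, then exposed to the DSB inducer NCS for 30 min.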
# TSG101-PTAP inh: blocks PTAP/TSG101 interaction to inhibit HIV-1 budding; Q99816; Fluorescence polarization, FITC-PTAP peptide / Tsg101 binding; Potency, µM (series often up to 115 µM), without a hit: at the highest dose activity change, negative = inhibition, actives largely listed as inhibitors; 340,000 tested, under 10 active; active means well fitted inhibition curve with a large enough effect in the main read-out, with a control signal flat, not every such curve was filed as active; inconclusive means small, poorly fitted or top-dose-only effect, or effect the other way, or a change in a side signal; inactive means no such curve, though single readings can be large or run the other way; further: potency means the concentration at half of the fitted maximal effect; % of control where 0% means no effect
#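 Fluorescence anisotropy tracks displacement of a FITC-tagged PTAP peptide (50 nM) from the Tsg101 binding domain (10 uM), following a 20 min room-temperature incubation at pH 7.5.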
# Menin-MLL TR inh: menin-MLL binding inhibition, Texas Red mutant peptide; O00255; Menin + Texas Red MLL mutant peptide, fluorescence polarization; Potency, µM (doses to about 61.6 µM), for inactives: at the top dose FP activity change, negative = inhibition, most hits filed as inhibitors; 270,000 tested, 0.23% active; AID 1768; active means well fitted inhibition curve with a large enough effect in the polarisation, with a control signal flat, not every such curve was filed as active; inconclusive means small, poorly fitted or top-dose-only effect, or effect the other way, or a change in a side signal; inactive means no such curve, though single readings can be large or run the other way; the % refers to the polarisation; further: potency means the concentration at half of the fitted maximal effect; % of control where 0% means no effect; many of its hits are not listed in these tables
# CXXC DNA block: blocks binding of human MLL CXXC domain to DNA | Q03164 | MLL-CXXC / FITC-HOXA9 DNA fluorescence polarization | Potency, µM (series often up to 115 µM), for the others: at the top dose activity change, negative = inhibition, hits mostly inhibitors | 290,000 tested, 0.037% active | AID 2662; active means well fitted inhibition curve with a large enough effect in the polarisation, with a control signal flat, not every such curve was filed as active; inconclusive means small, poorly fitted or top-dose-only effect, or effect the other way, or a change in a side signal; inactive means no such curve, though single readings can be large or run the other way; the % refers to the polarisation; further: potency means the concentration at half of the fitted maximal effect
#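 Fluorescence polarization: 7 uM MLL-CXXC (stock) preincubated 5 min with compounds, then 50 nM fluorescein-HOX-A9 DNA (stock) added; 30 min ambient. Buffer 50 mM Tris-HCl pH 7.5, 50 mM NaCl, 1 mM DTT, 0.05% BSA.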
# MBNL1 CUG block: MBNL1-poly(CUG) RNA binding inhibition; Q9NR56; TR-FRET MBNL1-His/biotin-(CUG)12 binding, 665/545 ratio; 280,000 tested, 0.036% active; Potency, µM (series often up to 57.5 µM), for the others: top-dose activity change, negative = inhibition, hits mostly inhibitors; AID 2675; active means well fitted inhibition curve with a large enough effect in the signal ratio, with a control signal flat, not every such curve was filed as active; inconclusive means small, poorly fitted or top-dose-only effect, or effect the other way, or a change in a side signal; inactive means no such curve, though single readings can be large or run the other way; the % refers to the signal ratio; further: potency means the concentration at half of the fitted maximal effect; on the % scale 0 is the no-effect control and ±100 the full control effect
#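 Ratiometric TR-FRET (665 over 545 nm, excitation 340 nm) tracks disruption of MBNL1-His/biotin-(CUG)12 complex after 60 min at room temperature, with compounds at 92 nM to 58 uM final.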
# TCR activator: T cell receptor activation; primary human leukocytes, anti-CD3, IL-2 HTRF, 48 h; Potency, µM (top dose mostly 9.22 µM), inactives show top-dose activation of IL-2 secretion, actives largely listed as activators; 330,000 tested, under 10 active; AID 504894; further: % of control where 0% means no effect
#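 Compounds are tested in HTS on primary human leukocytes co-incubated with a-CD3 beads for 48 hr. IL-2 output is measured by time-resolved FRET.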
# ASM inhibitor: blocks human secretory acid sphingomyelinase. P17405. placental ASM, HMU-PC fluorogenic substrate, 60 min. Potency, µM (series often up to 57.5 µM), inactives show at the highest dose activity change, negative = inhibition, actives largely listed as inhibitors. 340,000 tested, 0.006% active; further: potency means the concentration at half of the fitted maximal effect
#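 Human placenta-derived ASM preincubated with compound 10 min at room temperature, then reacted with 9 uM (final) fluorogenic HMU-PC substrate for 60 min at 37 C. Stop solution raises pH to 10; fluorescence read at Ex 386/Em 447 nm.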
# Mito fusion yeast: blocks mitochondrial division or promotes mitochondrial fusion | S. cerevisiae fusion-defective mutant growth rescue, CellTiterGlo 48 h | Potency, µM (titrated, usually from 46.1 µM), without a hit: at the top dose growth rescue (activation), actives largely listed as activators | 320,000 tested, 0.23% active;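 further: potency means the concentration at half of the fitted maximal effect; % of control where 0% means no effect; nearly all actives have a fitted effect of over 45% in size; temperature-sensitive fusion mutants such as fzo1-1 at 37 °C on non-fermentable ethanol glycerol medium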
#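 Compounds are tested for their ability to restore growth of mitochondrial fusion-defective yeast strains at non-permissive 37C in YPEG medium over 48 hours. Viability is quantified by luciferase luminescence.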
# a7 integrin act: activators of alpha7 integrin expression for muscular dystrophy | alpha7betagal myoblasts, beta-gal FDG fluorescence, 48 h | Potency, µM (series often up to 38.3 µM), inactives show at the highest dose activation, hits mostly activators | 350,000 tested, 0.064% active;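 further: potency means the concentration at half of the fitted maximal effect; 100% = response of the positive control SU9516; nearly all actives have a fitted effect of over 60% in size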
#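 Alpha7betagal+/- myoblasts (passage 13) were plated 16-24 hr, then exposed to compounds (1:260 dilution of DMSO stock) for 48 hours at 37C. After MPER lysis, β-galactosidase reporter activity was read as FDG fluorescence (ex 480/em 540) after 30 minutes.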
# The depositor's hits bear a star; u = inconclusive; x = no result given; [ ] = another dose, or the depositor's remark. Unless noted, the call rests on the fitted dose curve; in most records, active means well fitted curve in the direction sought with a large enough effect; inconclusive means small, poorly fitted or top-dose-only effect, or another doubt; inactive means no such curve, though single readings can be large; an effect the other way counts as inactive or inconclusive. An excerpt; rates above refer to the full screens.
# A first look, 4 compounds:
1: CC(=O)Nc1ccc(NS(=O)(=O)c2ccc(Cl)s2)cc1
2: CCn1c(COc2ccccc2)nnc1SCC(=O)NC1CC1
3: COC(=O)CCN(C(=O)c1ccc([N+](=O)[O-])cc1)c1ccccn1
4: CCCCCCCCCCCCCCCC[N+](C)(C)CCl
Screen / compound no. | 1 | 2 | 3 | 4
TSHR antag | -2 | -7 | 1 | x
A-T KAP1 phos | -1% | 6% | 15% | x
TSG101-PTAP inh | 5% | -8% | 0% | 0%
Menin-MLL TR inh | 4% | x | x | x
CXXC DNA block | 13% | 8% | 6% | x
MBNL1 CUG block | -1% | -2% | u | x
TCR activator | 1% | 6% | 0% | -4%
ASM inhibitor | 3% | 0% | -3% | u
Mito fusion yeast | 1% | 4% | 2% | x
a7 integrin act | 10% | 37% | 11% | -55%[inhibitor]

# All compounds of this part, from the first entry:
1: CC(=O)Nc1ccc(NS(=O)(=O)c2ccc(Cl)s2)cc1
2: CCn1c(COc2ccccc2)nnc1SCC(=O)NC1CC1
3: COC(=O)CCN(C(=O)c1ccc([N+](=O)[O-])cc1)c1ccccn1
4: CCCCCCCCCCCCCCCC[N+](C)(C)CCl
5: CC(=O)NCC1CCCN(Cc2cn(-c3ccccc3F)nc2-c2cc(C)sc2C)C1 (stereo not drawn)
6: O=c1[nH]c(CSc2ccccn2)nc2c1cnn2-c1ccccc1
7: CCN(C1CCCCC1)S(=O)(=O)c1cn(C)c(=O)n(C)c1=O
8: COc1ccc(-c2nnn(CC(=O)NCc3ccccc3)n2)cc1OC
Screen / compound no. | 1 | 2 | 3 | 4 | 5 | 6 | 7 | 8
TSHR antag | -2 | -7 | 1 | x | 6 | -10 | 17 | -6
A-T KAP1 phos | -1% | 6% | 15% | x | -2% | 6% | -1% | 1%
TSG101-PTAP inh | 5% | -8% | 0% | 0% | 0% | 0% | -11% | 0%
Menin-MLL TR inh | 4% | x | x | x | -18% | 5% | -14% | -15%
CXXC DNA block | 13% | 8% | 6% | x | u | -3% | 1% | -2%
MBNL1 CUG block | -1% | -2% | u | x | 8% | 14% | 0% | -5%
TCR activator | 1% | 6% | 0% | -4% | 7% | 2%[46.1 µM] | 0% | -3%[46.1 µM]
ASM inhibitor | 3% | 0% | -3% | u | -3% | 1% | -1% | 3%
Mito fusion yeast | 1% | 4% | 2% | x | -5% | 22% | -2% | 2%
a7 integrin act | 10% | 37% | 11% | -55%[inhibitor] | -26% | 15% | -7% | -8%

9: C#CC(=O)N(c1ccc(OC)cc1OC)C(C(=O)NC1CCCC1)c1cccs1 (stereo not drawn)
10: CC(C)C(=O)Nc1ccc(Sc2ccc(F)cc2)cc1
11: O=C(CS(=O)(=O)c1ccccc1)Nc1nc(-c2ccccc2)cs1
12: CCCCCCCn1c(=N)n(CC(O)c2ccco2)c2ccccc21 (stereo not drawn)
13: CSc1nc(N)c2cn[nH]c2n1
14: CCc1c(C)nc2ccc(Br)cc2c1Cl
15: O=C(Nc1cc(C2CC2)nn1-c1ccccc1)c1ccc(F)cc1
16: CC(=O)Nc1ccc(/C=N\NC(=O)CNS(=O)(=O)c2ccc([N+](=O)[O-])cc2)cc1
Screen / compound no. | 9 | 10 | 11 | 12 | 13 | 14 | 15 | 16
TSHR antag | -27 | 34 | -5 | -7 | x | 23 | 9 | 1
A-T KAP1 phos | 4% | 4% | 3% | -1% | x | 5% | 2% | -7%
TSG101-PTAP inh | 0% | -6% | -6% | -2% | 0% | -7% | -3% | 0%
Menin-MLL TR inh | u | u | 27% | u | x | -8% | x | 1%
CXXC DNA block | 3% | -2% | 6% | 8% | x | -3% | x | 1%
MBNL1 CUG block | -13% | -3% | -1% | -2% | x | 0% | x | u
TCR activator | -5% | 2% | -7% | 6% | 6% | -5% | 6% | -3%
ASM inhibitor | 9% | 2% | -5% | 9% | 3% | -6% | -3% | 1%
Mito fusion yeast | 0% | -3% | 20% | -9% | x | 1% | x | 6%
a7 integrin act | -68%[inhibitor] | -12% | -4% | -72%[inhibitor] | -27% | 9% | 11% | 13%

17: Cc1cccc(C)c1NC(=O)CN(C)CC(=O)N(C)CC(=O)Nc1ccccc1Br
18: O=Cc1cc2ccccc2nc1SCc1ccc(Cl)cc1
19: Cc1ccc(-n2nc(C(=O)O)cc2-c2ccccc2Cl)cc1
20: COCCCN1CCN(C2Cc3ccccc3Sc3ccc(Cl)cc32)CC1 (stereo not drawn)
21: O=C1[C@@H]2[C@@H]3C[C@@H]([C@H]4ON=C(c5ccc(Cl)cc5)[C@@H]34)[C@@H]2C(=O)N1C1CCCCC1
22: COc1ccc(C(=O)CNc2ccccc2C#N)cc1
23: CC(C)(OC(=O)c1ccc(C(F)(F)F)cc1)c1cc2ccccc2c(=O)o1
24: CCn1c(SCC(=O)Nc2ccc(C(C)=O)cc2)nc2nc3c(cc2c1=O)CCCC3
Screen / compound no. | 17 | 18 | 19 | 20 | 21 | 22 | 23 | 24
TSHR antag | 24 | -13 | -19 | 3 | 0 | -6 | -24 | 0
A-T KAP1 phos | 0% | 3% | 9% | -3% | 2% | 7% | 2% | -3%
TSG101-PTAP inh | -1% | -2% | -4% | -4% | -6% | 0% | -1% | 0%
Menin-MLL TR inh | x | -16% | -5% | u | 9% | -3% | x | 5%
CXXC DNA block | x | -6% | 1% | -8% | -5% | 6% | x | 8%
MBNL1 CUG block | x | 11% | -10% | -4% | 0% | 6% | x | 8%
TCR activator | 11% | -7% | 5% | 2%[46.1 µM] | -1%[46.1 µM] | 6% | -4% | 0%
ASM inhibitor | 2% | -20% | 8% | -2% | -5% | 2% | -10% | -3%
Mito fusion yeast | -2% | 5% | -9% | -1% | 14% | 9% | 14% | -4%
a7 integrin act | -20% | -1% | -21% | -40% | -22% | 4% | -8% | -2%

25: N#Cc1cc(-c2ccccc2)nc(Oc2ccccc2)n1
26: Cc1cc(C)n2nc(CCCCc3nc4nc(C)cc(C)n4n3)nc2n1
27: Cc1ccc2c(CN3CCN(Cc4ccccc4)CC3)cc(=O)oc2c1C
28: Cc1c(Br)c([N+](=O)[O-])nn1CC(=O)Nc1sc2c(c1C(=O)OC(C)C)CCCC2
29: O=C(O)COCCN1CCN([C@H](c2ccccc2)c2ccc(Cl)cc2)CC1
30: CC(C)c1ccc2nc3sc(C(=O)N4CCc5ccccc5C4)c(N)c3cc2c1
31: CCCCc1cc(=O)oc2cc(C)cc(OCC(=O)NC(Cc3ccc(Cl)cc3)C(=O)O)c12 (stereo not drawn)
32: CN(C(=O)c1cccc(NC(=O)Cc2cccc(NC(=O)C3CCCN(C(=O)CCc4ccccc4)C3)c2)c1)C1CCC1 (stereo not drawn)
Screen / compound no. | 25 | 26 | 27 | 28 | 29 | 30 | 31 | 32
TSHR antag | -26 | 3 | -6 | -4 | -4 | -1 | -8 | x
A-T KAP1 phos | 12% | 3% | -1% | 5% | x | -2% | 1% | x
TSG101-PTAP inh | -7% | x | 1% | -1% | 0% | u | -6% | -9%
Menin-MLL TR inh | 42%[activator] | 11% | u | -18% | -29% | u | 1% | x
CXXC DNA block | 16% | -7% | -1% | -6% | 13% | u | -1% | x
MBNL1 CUG block | -3% | -4% | 1% | 0% | -2% | -1% | -2% | x
TCR activator | 1%[46.1 µM] | x | -8% | -1% | -8% | 2% | 3% | 3%
ASM inhibitor | -6% | x | -1% | -1% | 2% | -19% | 20% | 1%
Mito fusion yeast | 7% | -1% | 4% | -1% | 11% | 15% | 2% | x
a7 integrin act | u | x | -8% | 12% | x | -11% | -5% | -14%

33: COCc1nnc(NC(=O)CSc2ccccc2)s1
34: C=CCN(c1ccccc1)S(=O)(=O)c1cccc(C(=O)NCC2CCCO2)c1 (stereo not drawn)
35: O=C(CCNS(=O)(=O)c1ccc2ccccc2c1)NCCOc1ccccc1
36: O=C(CSCc1ccccc1)NNC(=S)Nc1cccc(Cl)c1Cl
Screen / compound no. | 33 | 34 | 35 | 36
TSHR antag | -6 | -2 | -8 | -23
A-T KAP1 phos | 1% | 11% | 3% | 5%
TSG101-PTAP inh | 1% | -2% | -1% | -1%
Menin-MLL TR inh | 26% | x | x | u
CXXC DNA block | -6% | 1% | x | -7%
MBNL1 CUG block | 2% | 0% | x | 1%
TCR activator | -37% | 4% | 3% | -10%
ASM inhibitor | 0% | 4% | 0% | -3%
Mito fusion yeast | -1% | 0% | 10% | 11%
a7 integrin act | -13% | -16% | -7% | -13%
